TCR-CD3 inh = blocks the human TCR-CD3 interaction; 360,000 compounds, 0.37% hits; AID 651800; TAMRA-labeled TCR probe fluorescence, biochemical; inhibition, % at 9.4 µM; in the data active = inhibition above about 19%;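 note: recombinant mutant TCR 2C K166C tagged with TAMRA read by polarization; 0% = receptor in buffer alone and 100% = receptor with positive control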
PRMT1 FP inh = PRMT1 (human) inhibition, primary screen. Q99873. recombinant PRMT1, activity-based probe fluorescence polarization. inhibition, % at 2.79 µM. 370,000 compounds, 1.3% hits. AID 652257;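 active = inhibition above about 21% made by adding two undisclosed values, limit read from the data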
mABHD4 FP = inhibits mouse alpha/beta hydrolase domain 4. purified mABHD4, FP-Rh probe fluorescence polarization. inhibition, % at 8.92 µM. 370,000 compounds, 0.54% hits. AID 720543;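 active = inhibition exceeding the mean over every tested compound plus 3 SD, cut at about 30% in these data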;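 note: 0% = plate median of compound wells and 100% = S159A mutant with DMSO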
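System: mouse ABHD4 enzyme, wild type / Medium: HEPES pH 7.0, NaCl, Pluronic buffer / Reagent: FP-Rh activity-based fluorescent probe / Control set: S159A mutant high control, sample median low control / Detection: fluorescence polarization with parallel and perpendicular emission, 525/598 nm / Schedule: 45 min + 60 min at 25 °C / Compound dosing: 8.92 µM, single dose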
MBD2 DNA inh = blocks human MBD2 binding to methylated DNA; Q9UBB5; TR-FRET, MBD2 binding to methylated oligonucleotide; inhibition, % at 4.4 µM; 370,000 compounds, 0.31% hits; in the data active = inhibition above about 13%
NPR1 activator = GC-A (human) enzyme activation | P16066 | AID 1671463 | 370,000 compounds, 0.14% hits | HEK293 GC-A cells, cGMP TR-FRET, EC30 ANP; 0% at EC30 ANP, 100% saturating ANP | activation, % at 10 µM; in the data active = activation above about 40%
Target sequence (P16066 whole entry, looked up): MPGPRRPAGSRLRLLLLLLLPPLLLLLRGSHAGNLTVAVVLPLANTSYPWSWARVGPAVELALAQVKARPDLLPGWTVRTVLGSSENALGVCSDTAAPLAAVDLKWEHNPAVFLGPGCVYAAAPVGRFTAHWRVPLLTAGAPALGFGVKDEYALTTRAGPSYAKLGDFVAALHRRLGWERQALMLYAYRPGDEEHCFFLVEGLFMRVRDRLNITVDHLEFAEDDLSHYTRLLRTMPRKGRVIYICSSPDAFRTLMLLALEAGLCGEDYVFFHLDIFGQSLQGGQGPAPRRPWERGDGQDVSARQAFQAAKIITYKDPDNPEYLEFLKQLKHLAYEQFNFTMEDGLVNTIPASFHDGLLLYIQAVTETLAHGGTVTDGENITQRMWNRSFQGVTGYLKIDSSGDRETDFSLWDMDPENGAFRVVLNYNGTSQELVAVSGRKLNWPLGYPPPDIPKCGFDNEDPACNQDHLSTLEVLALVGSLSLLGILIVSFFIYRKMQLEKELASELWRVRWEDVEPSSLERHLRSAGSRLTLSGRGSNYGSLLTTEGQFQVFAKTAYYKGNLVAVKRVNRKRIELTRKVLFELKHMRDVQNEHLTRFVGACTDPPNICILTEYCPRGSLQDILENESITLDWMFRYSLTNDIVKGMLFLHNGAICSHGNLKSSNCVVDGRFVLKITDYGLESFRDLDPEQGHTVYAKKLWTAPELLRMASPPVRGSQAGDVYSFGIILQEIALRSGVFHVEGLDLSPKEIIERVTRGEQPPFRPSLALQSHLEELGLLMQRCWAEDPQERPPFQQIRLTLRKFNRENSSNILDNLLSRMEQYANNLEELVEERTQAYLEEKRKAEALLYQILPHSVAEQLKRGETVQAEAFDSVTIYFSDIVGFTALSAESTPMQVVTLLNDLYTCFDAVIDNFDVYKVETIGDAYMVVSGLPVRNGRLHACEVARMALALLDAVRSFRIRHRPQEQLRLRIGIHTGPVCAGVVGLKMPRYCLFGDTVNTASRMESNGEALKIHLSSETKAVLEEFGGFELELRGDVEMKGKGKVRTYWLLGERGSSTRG
HTRA1 inhibitor = HTRA1 (human) protease inhibition; Q92743; recombinant HTRA1, FP-rhodamine activity-based probe, fluorescence polarization; inhibition, % at 5.96 µM; 340,000 compounds, 0.5% hits; in the data active = inhibition above about 36%;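 note: 0% = enzyme with DMSO and 100% = wells lacking enzyme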
SIAE inh = inhibitors of human sialic acid acetylesterase SIAE; Q9HAT2; inhibition, % at 9.66 µM; SIAE FP-Rh probe binding, fluorescence polarization; 370,000 compounds, 0.69% hits; AID 1053197;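 active = inhibition above a cutoff: mean of compounds within the control limits plus 3 SD of those, cut at about 17% in these data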;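 note: 0% = plate median of compound wells and 100% = probe without SIAE protein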
rCAG binder = r(CAG) repeat RNA binding; TO-PRO-1 dye displacement fluorescence; inhibition, % at 3 µM; 370,000 compounds, 1.3% hits;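 active = inhibition above the plate cutoff, the mean of all test compounds on that plate plus 3 SD, cut at about 35% in these data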;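 note: 0% = DMSO alone and 100% = 100 µM mitoxantrone as full dye displacement; higher means more dye released from RNA so lower well fluorescence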
GC-B act = GC-B (human) receptor activation; AID 1920062; activation, % at 10 µM; P20594; 370,000 compounds, 0.11% hits; HEK293-GC-B cells, CNP EC30, cGMP TR-FRET; 0% at EC30 CNP, 100% saturating CNP;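 active = activation at 10 µM reaching about 35% in either raw or pattern-adjusted values, limit read from the data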
UHRF1 MBD2 ctr = UHRF1 methyl-DNA binding inhibition | inhibition, % at 4.4 µM | UHRF1 binding to methylated oligo, TR-FRET | 370,000 compounds, 0.75% hits; in the data active = inhibition above about 21%;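 note: UHRF1 SRA domain binding a hemimethylated CpG hairpin DNA probe; 0% = median of test compound wells and 100% = reference inhibitor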
* = called active by the depositor.

Screening O=C(c1ccccc1NS(=O)(=O)c1cccs1)N1CCOCC1 returned TCR-CD3 inh 4, PRMT1 FP inh -1, mABHD4 FP 5, MBD2 DNA inh -4, NPR1 activator 0, HTRA1 inhibitor 2, SIAE inh 5, rCAG binder 1, GC-B act 3 and UHRF1 MBD2 ctr 2.
COc1ccccc1N(CN1CCCC1=O)C(=O)c1ccccc1F was read as TCR-CD3 inh -10, PRMT1 FP inh -2, mABHD4 FP -4, MBD2 DNA inh 2, NPR1 activator 2, HTRA1 inhibitor 7, SIAE inh 4, rCAG binder 0, GC-B act 4 and UHRF1 MBD2 ctr 7.
For COc1ccc(/C=C/C(=O)OCC(=O)N2CCCC2)c(OC)c1 the results were TCR-CD3 inh -8, PRMT1 FP inh -3, mABHD4 FP 0, MBD2 DNA inh -4, NPR1 activator 2, HTRA1 inhibitor 2, SIAE inh -2, rCAG binder -5, GC-B act 7 and UHRF1 MBD2 ctr -4.
For CCN1C(=O)C2C(c3cccc(F)c3)NC(CC)(C(=O)OC)C2C1=O (stereo unspecified) the results were TCR-CD3 inh -5, PRMT1 FP inh 4, mABHD4 FP -16, MBD2 DNA inh 4, NPR1 activator 2, HTRA1 inhibitor -1, SIAE inh -5, rCAG binder -2, GC-B act 7 and UHRF1 MBD2 ctr 7.
Screening CCC(=O)Nc1c(-c2ccc(OC)cc2)c(=O)c2ccccc2n1C returned TCR-CD3 inh 5, PRMT1 FP inh 0, mABHD4 FP 1, MBD2 DNA inh -7, NPR1 activator 2, HTRA1 inhibitor 1, SIAE inh 1, rCAG binder 2, GC-B act 2 and UHRF1 MBD2 ctr -1.
For COc1nc(N(C#N)CC(N)=O)nc(N2CCCC2)n1 the results were TCR-CD3 inh 1, PRMT1 FP inh -2, mABHD4 FP 5, MBD2 DNA inh -8, NPR1 activator 9, HTRA1 inhibitor 5, SIAE inh 9, rCAG binder -1, GC-B act 4 and UHRF1 MBD2 ctr -4.
Screening CCN(Cc1ccccc1)C(=O)C1CCN(CC2CC=CCC2)CC1 (stereo unspecified) returned TCR-CD3 inh -6, PRMT1 FP inh -6, mABHD4 FP 4, MBD2 DNA inh -4, NPR1 activator -5, HTRA1 inhibitor 9, SIAE inh 22*, rCAG binder -1, GC-B act -2 and UHRF1 MBD2 ctr -1.
`COC(=O)CN1C(=S)N(C)C(=O)/C1=C/c1cccs1` gave TCR-CD3 inh -8, PRMT1 FP inh 4, mABHD4 FP 6, MBD2 DNA inh -4, NPR1 activator 23, HTRA1 inhibitor 2, SIAE inh 3, rCAG binder 5, GC-B act 20 and UHRF1 MBD2 ctr 5.
`COc1cccc(C(C#N)NCCCNC(C#N)c2cccc(OC)c2OC)c1OC` (stereo unspecified) gave TCR-CD3 inh 4, PRMT1 FP inh 0, mABHD4 FP 0, MBD2 DNA inh -2, NPR1 activator 0, HTRA1 inhibitor 4, SIAE inh 1, rCAG binder 4, GC-B act 2 and UHRF1 MBD2 ctr 0.
CC(/C=C/c1ccco1)=N\NC(=O)c1cc(C)[nH]n1 was read as TCR-CD3 inh 1, PRMT1 FP inh -1, mABHD4 FP 4, MBD2 DNA inh -1, NPR1 activator -1, HTRA1 inhibitor 6, SIAE inh -2, rCAG binder 18, GC-B act 4 and UHRF1 MBD2 ctr -1.
Screening O=C(CN1C(=O)NC2(CCCCCCC2)C1=O)NCc1ccc(Cl)cc1 returned TCR-CD3 inh -2, PRMT1 FP inh 1, mABHD4 FP -2, MBD2 DNA inh -3, NPR1 activator -2, HTRA1 inhibitor -6, SIAE inh -9, rCAG binder 1, GC-B act 3 and UHRF1 MBD2 ctr 4.
For O=C(COC(=O)c1ccco1)Nc1ccc(Cl)cn1 the results were TCR-CD3 inh -3, PRMT1 FP inh 2, mABHD4 FP 2, MBD2 DNA inh -1, NPR1 activator -6, HTRA1 inhibitor 2, SIAE inh 3, rCAG binder 1, GC-B act 6 and UHRF1 MBD2 ctr 3.
For O=C(Nc1ccc2nn(-c3ccccc3)nc2c1)c1ccc2c(c1)OCO2 the results were TCR-CD3 inh 10, PRMT1 FP inh 0, mABHD4 FP -9, MBD2 DNA inh -3, NPR1 activator 3, HTRA1 inhibitor -16, SIAE inh -28, rCAG binder 1, GC-B act -1 and UHRF1 MBD2 ctr 0.
Screening CCOC(=O)CSc1nc2ccccc2c(=O)n1CC1CCCO1 (stereo unspecified) returned TCR-CD3 inh -1, PRMT1 FP inh -2, mABHD4 FP 1, MBD2 DNA inh 4, NPR1 activator -1, HTRA1 inhibitor 3, SIAE inh -6, rCAG binder -5, GC-B act 0 and UHRF1 MBD2 ctr -1.
For Cc1cccc2cc(CN(CC3CCCO3)C(=O)c3cnccn3)c(=O)[nH]c12 (stereo unspecified) the results were TCR-CD3 inh -4, PRMT1 FP inh -4, mABHD4 FP 7, MBD2 DNA inh 0, NPR1 activator 4, HTRA1 inhibitor 1, SIAE inh 2, rCAG binder -2, GC-B act 5 and UHRF1 MBD2 ctr 0.
Screening OC(CCN1CCC2(CC1)OCCO2)C(F)(F)F (stereo unspecified) returned TCR-CD3 inh -5, PRMT1 FP inh -4, mABHD4 FP 1, MBD2 DNA inh 1, NPR1 activator 1, HTRA1 inhibitor -1, SIAE inh -4, rCAG binder 0, GC-B act -1 and UHRF1 MBD2 ctr 0.
For C/C(Cn1nc([N+](=O)[O-])cc1C)=N\NC(=O)c1ccc(C(C)(C)C)cc1 the results were TCR-CD3 inh 4, PRMT1 FP inh -1, mABHD4 FP -2, MBD2 DNA inh 0, NPR1 activator 2, HTRA1 inhibitor -2, SIAE inh 0, rCAG binder 2, GC-B act 3 and UHRF1 MBD2 ctr 1.
`COC(=O)CNC(=O)c1cc(-c2ccncc2)nc2ccc(C)cc12` gave TCR-CD3 inh 7, PRMT1 FP inh -3, mABHD4 FP 1, MBD2 DNA inh 1, NPR1 activator 0, HTRA1 inhibitor 2, SIAE inh -4, rCAG binder -2, GC-B act -1 and UHRF1 MBD2 ctr -2.
`COc1ccc(/C(N)=N/OC(=O)C2CCC(=O)N2S(=O)(=O)c2ccc(C)cc2)cc1` (stereo unspecified) gave TCR-CD3 inh -4, PRMT1 FP inh 4, mABHD4 FP 1, MBD2 DNA inh 4, NPR1 activator -2, HTRA1 inhibitor -1, SIAE inh 0, rCAG binder -1, GC-B act 5 and UHRF1 MBD2 ctr 2.
Screening O=C(NCc1ccccc1)c1cccc2c(-c3cccnc3)coc12 returned TCR-CD3 inh 0, PRMT1 FP inh -3, mABHD4 FP 1, MBD2 DNA inh -3, NPR1 activator 1, SIAE inh -2, rCAG binder 2, GC-B act 2 and UHRF1 MBD2 ctr -3.
For NC(=O)NC(CC(=O)NNC(=O)c1ccccn1)c1ccccc1Cl (stereo unspecified) the results were TCR-CD3 inh 4, PRMT1 FP inh -1, mABHD4 FP 6, MBD2 DNA inh -2, NPR1 activator 0, HTRA1 inhibitor -1, SIAE inh -3, rCAG binder 1, GC-B act -2 and UHRF1 MBD2 ctr 3.
`COc1ccc(OC)c(CCNC(=O)c2ccc3c(=O)[nH]c4c(C(=O)NC(C)C)sc(=S)n4c3c2)c1` gave TCR-CD3 inh 5, PRMT1 FP inh -2, mABHD4 FP 10, MBD2 DNA inh 2, NPR1 activator -1, HTRA1 inhibitor 1, SIAE inh 5, rCAG binder 11, GC-B act 0 and UHRF1 MBD2 ctr 2.
For COCCOC(=O)C1=C(C)NC(=O)NC1c1c(OC)ncnc1OC (stereo unspecified) the results were TCR-CD3 inh 1, PRMT1 FP inh 1, mABHD4 FP 5, MBD2 DNA inh -3, NPR1 activator -1, HTRA1 inhibitor -1, SIAE inh 2, rCAG binder 1, GC-B act -2 and UHRF1 MBD2 ctr 0.
Cc1ccc(S(=O)(=O)Cc2ccc(C(=O)N3CCN(c4ccc(F)cc4)CC3)o2)cc1 was read as TCR-CD3 inh 3, PRMT1 FP inh 1, mABHD4 FP 2, MBD2 DNA inh 0, NPR1 activator -1, HTRA1 inhibitor -9, SIAE inh 7, rCAG binder 2, GC-B act 3 and UHRF1 MBD2 ctr 1.
Screening COC(=O)C1=C(C)N(C)C(=O)NC1c1ccsc1 (stereo unspecified) returned TCR-CD3 inh -1, PRMT1 FP inh 0, mABHD4 FP 8, MBD2 DNA inh 2, NPR1 activator -2, HTRA1 inhibitor -1, SIAE inh 0, rCAG binder -1, GC-B act -8 and UHRF1 MBD2 ctr 3.
`FC(F)(F)C1CC(c2cccs2)Nc2ncnn21` (stereo unspecified) gave TCR-CD3 inh 1, PRMT1 FP inh -4, mABHD4 FP 3, MBD2 DNA inh -2, NPR1 activator -1, HTRA1 inhibitor 6, SIAE inh 4, rCAG binder 1, GC-B act -3 and UHRF1 MBD2 ctr -2.
Screening COc1ccccc1N1CCN(/N=C/c2cccc(O)c2)CC1 returned TCR-CD3 inh 2, PRMT1 FP inh -3, mABHD4 FP 5, MBD2 DNA inh 4, NPR1 activator 3, HTRA1 inhibitor -2, SIAE inh 4, rCAG binder -5, GC-B act 2 and UHRF1 MBD2 ctr -2.
For N#CCSc1nnc(-c2ccc(F)cc2)n1N the results were TCR-CD3 inh 2, PRMT1 FP inh 1, mABHD4 FP 5, MBD2 DNA inh -4, NPR1 activator 0, HTRA1 inhibitor 4, SIAE inh 4, rCAG binder 1, GC-B act 6 and UHRF1 MBD2 ctr -2.
Screening COc1ccc(C(=O)Nc2sc(C)c(C)c2CN2CC(C)OC(C)C2)cc1 (stereo unspecified) returned TCR-CD3 inh -9, PRMT1 FP inh 0, mABHD4 FP -7, MBD2 DNA inh 8, NPR1 activator 8, HTRA1 inhibitor 0, SIAE inh 0, rCAG binder -3, GC-B act 10 and UHRF1 MBD2 ctr 3.
COc1cccc(C(=O)NCCS(=O)(=O)N2CCOCC2)c1 was read as TCR-CD3 inh 5, PRMT1 FP inh -4, mABHD4 FP 0, MBD2 DNA inh 4, NPR1 activator 5, HTRA1 inhibitor -2, SIAE inh 5, rCAG binder -1, GC-B act -1 and UHRF1 MBD2 ctr 2.
O=C(c1ccccc1)n1ccc(-c2cccs2)n1 was read as TCR-CD3 inh -4, PRMT1 FP inh 3, mABHD4 FP 2, MBD2 DNA inh -3, NPR1 activator 6, HTRA1 inhibitor 5, SIAE inh -4, rCAG binder -1, GC-B act 4 and UHRF1 MBD2 ctr 1.
`O=C(NC1CC1)c1cc2c(s1)-c1ccccc1OC2` gave TCR-CD3 inh 3, PRMT1 FP inh 0, mABHD4 FP 7, MBD2 DNA inh -1, NPR1 activator 21, HTRA1 inhibitor -7, SIAE inh -1, rCAG binder 3, GC-B act 2 and UHRF1 MBD2 ctr -5.
For O=C(COc1ccc2ccccc2c1)N1CCNCC1 the results were TCR-CD3 inh -1, PRMT1 FP inh 6, mABHD4 FP -10, MBD2 DNA inh 10, NPR1 activator -5, HTRA1 inhibitor 4, SIAE inh 9, rCAG binder 0, GC-B act 2 and UHRF1 MBD2 ctr 4.
For CCc1ccc(-c2nn(-c3ccccc3C)cc2C(=O)N2CCN(C3CCS(=O)(=O)C3)CC2)cc1 (stereo unspecified) the results were TCR-CD3 inh -7, PRMT1 FP inh 2, mABHD4 FP 5, MBD2 DNA inh 3, NPR1 activator -2, HTRA1 inhibitor 12, SIAE inh 1, rCAG binder -1, GC-B act -5 and UHRF1 MBD2 ctr 1.

The list is partial; count on the stated rates, not on these rows.
